Source: PubChem BioAssay
GPR55 antagonists: GPR55 antagonists blocking LPI-driven arrestin recruitment, primary screen, imaging, U2OS, beta-arrestin-GFP, LPI agonist (AID 2013); inhibition, % at 10 µM; hits with a dose series show IC50 in µM; 0.13% of 290,000 active; U2OS GPR55 beta-arrestin-GFP translocation imaging, LPI antagonism; higher % means a stronger effect;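 active means spots per cell inhibited over 60%, with over 100 cells counted and total cytoplasm intensity under 500,000; inconclusive means wells with under 100 cells, flagged as likely toxic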;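 further: U2OS cells stably carrying GPR55 and arrestin-GFP stimulated by 5 µM LPI near EC80; imaged beta-arrestin-GFP aggregate spots per cell after agonist stimulation; plate controls were LPI-stimulated DMSO wells for no effect and DMSO wells without LPI for full effect; some results filed as inactive read as strong as hits; confirmed hits need IC50 under 10 µM and bright autofluorescent wells are also inconclusive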
West Nile virus CPE: inhibition of WNV-induced cytopathic effect – cell-based, CPE readout (AID 1621); West Nile virus-infected cells, CPE inhibition; higher % means a stronger effect; CPE inhibition, % at 10 µM, or IC50 in µM where a hit was titrated; 0.02% of 290,000 active; in the data active means a potency from the dose series; inconclusive means CPE inhibition mostly from about 3.7% at the one dose, without a potency; inactive means the rest, 99 in 100 with CPE inhibition below about 2.2%; further: strong numbers were not always called active
KOR beta-arrestin-1: KOR antagonists, beta-arrestin recruitment, cell-based, luminescence, uHTS (AID 1778). KOR beta-arrestin recruitment, luminescence, antagonist mode; higher % means a stronger effect. 0.091% of 290,000 active. one-dose inhibition, % at 10 µM; IC50 in µM for titrated hits; in the data active means inhibition above about 50%; further: strong numbers were not always called active
GPR35 antagonists: GPR35 antagonists blocking zaprinast-driven arrestin recruitment, primary screen, imaging, U2OS, beta-arrestin-GFP, zaprinast agonist (AID 2058). U2OS GPR35 beta-arrestin-GFP translocation imaging, zaprinast antagonism; higher % means a stronger effect. inhibition, % at 10 µM, or IC50 in µM where a hit was titrated. 0.052% of 290,000 active;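 active means inhibition of at least 50% with at least 30 cells and total cytoplasm GFP at most 10,000,000; inconclusive means under 30 cells or total GFP of 10,000,000 plus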
HIV fusion peptide: cell-free HIV fusion peptide-binding blockers – biochemical, uHTS, fluorescence dequenching, primary screen (AID 1986); 0.3% of 290,000 active; one-dose inhibition, % at 20 µM; IC50 in µM for titrated hits; cell-free peptide binding, fluorescence dequenching, 30 min; higher % means a stronger effect; in the data active means inhibition mostly above about 52%, no sharp cut-off; inactive means mostly below about 76%; further: some results filed as inactive read as strong as hits
KOR beta-arrestin-2: KOR agonists, beta-arrestin recruitment, primary screen, cell-based, luminescence, uHTS (AID 1777); 0.02% of 280,000 active; KOR beta-arrestin recruitment, luminescence; higher % means a stronger effect; activation, % at 10 µM; hits with a dose series show EC50 in µM; in the data active means activation above about 50%, passing the limit was not always enough; further: a part of the inactive calls stands beside numbers as strong as those of hits
NOD1 inhibition: inhibition of NOD1-driven NF-kB reporter – cell-based, luminescence, uHTS, primary screen (AID 1578); NOD1-driven NF-kB luciferase reporter cells, luminescence; higher % means a stronger effect; inhibition, % at 4 µM; hits with a dose series show EC50 in µM; 1% of 290,000 active; in the data active means inhibition mostly above about 36%, no sharp cut-off; inactive means mostly below about 34%;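 further: HEK-293T reporter cells stimulated with the NOD1 agonist gamma-tri-DAP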
Dengue-2 NS5 capping: flavivirus cap methylation enzyme inhibition – biochemical, confirmation dose response, primary screen (AID 588689). Dengue-2 NS5 methyltransferase capping enzyme assay, biochemical; higher % means a stronger effect. inhibition, % at 25 µM, or IC50 in µM where a hit was titrated. 0.3% of 340,000 active; in the data active means a potency from the dose series; inconclusive means inhibition above about 29% without an active follow-up result
GPR55 activation: selective activators of receptor GPR55 – imaging, U2OS cells, beta-arrestin-GFP redistribution, primary screen (AID 1961); U2OS GPR55 beta-arrestin-GFP redistribution imaging; higher % means a stronger effect; one-dose activation, % at 10 µM; EC50 in µM for titrated hits; 0.048% of 290,000 active;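 active means activation above 40% with more than 50 cells counted in the well; inconclusive means wells holding fewer than 50 cells, flagged as toxic or sparse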;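 further: U2OS osteosarcoma cells stably expressing GPR55 and beta-arrestin-GFP; plate controls were DMSO negative control for no effect and LPI positive control for full effect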
* hit, by the source's call; ? = inconclusive; . = no result given; [ ] = another dose, or the depositor's remark.

no. | smiles | GPR55 antagonists | West Nile virus CPE | KOR beta-arrestin-1 | GPR35 antagonists | HIV fusion peptide | KOR beta-arrestin-2 | NOD1 inhibition | Dengue-2 NS5 capping | GPR55 activation
1 | COc1ccc(OCC(=O)Nn2c(-c3ccc(C)cc3)nc3ccccc3c2=O)cc1 | -13.7% | -0.6% | -24.1% | 3.4% | -0.8% | 5.9% | 8.9% | -4.4% | -0.2%
2 | CCOn1c(=O)c(-c2cccc([N+](=O)[O-])c2)[n+]([O-])c2ccccc21 | 8.1% | 0.0% | -3.5% | 2.3% | -0.6% | -3.3% | -33.9% | 5.4% | 0.1%
3 | O=C(N/N=C/CCc1ccccc1)c1ccc(CN2c3cccc4cccc(c34)S2(=O)=O)cc1 | -3.0% | -0.5% | 5.1% | -10.8% | 0.8% | 2.2% | -8.0% | -3.6% | -0.1%
4 | COC(=O)c1ccc(C(=O)Nc2ccc(C(C)C)cc2N)cc1 | 7.6% | -0.1% | 7.3% | 17.3% | 2.2% | -0.3% | -25.2% | -4.1% | -0.2%
5 | Cc1cc(C)cc(N(CC(=O)NC2CCCC2)C(=O)CNC(=O)c2ccco2)c1 | -2.8% | 0.6% | -10.3% | -3.2% | 0.1% | -0.2% | 2.1% | -2.9% | -0.1%
6 | CCOC(=O)c1c(S(=O)(=O)N2CCN(Cc3ccccc3)CC2)c(C)n(C)c1C | -4.7% | -0.2% | -43.4% | -2.9% | 1.8% | 0.7% | -0.5% | -3.5% | 0.3%
7 | C=CCc1cccc(/C=N/NC(=O)C(C)Nc2ccc(C)cc2)c1O (stereo unspecified) | 12.3% | -0.6% | 21.7% | 3.9% | -2.7% | 1.6% | 30.7% | -2.9% | 0.1%
8 | Cc1ccccc1NS(=O)(=O)c1cc(OCC(N)=O)c(C)cc1Cl | -3.0% | -0.7% | -5.0% | -7.1% | -1.4% | -2.1% | -26.6% | 0.0% | -0.2%
9 | Cc1ccnc(NS(=O)(=O)c2ccc(NC(=O)c3ccc4c(c3)OCCO4)cc2)n1 | -5.6% | 0.2% | -15.1%[20 µM] | -4.8% | 1.3% | 3.2% | -18.2% | -7.1% | 0.2%
10 | COc1ccc(S(=O)(=O)Nc2ccc(O)c3ccccc23)cc1 | -14.1% | ? | -90.7% | 7.0% | 1.5% | 3.2% | 29.5% | 70.6% | 0.9%
11 | CC(CC1CC(C)(C)OC1=O)C(=O)Nc1ccc([N+](=O)[O-])cc1 (stereo unspecified) | 2.5% | 0.2% | 2.3% | 9.6% | -2.8% | -3.4% | 20.9% | -8.0% | -0.3%
12 | COc1ccc(C(=O)N[C@H](C(=O)N2CCN(c3ccccc3F)CC2)C(C)C)cc1 | -13.4% | -1.2% | -12.5% | -3.8% | 0.3% | 6.3% | -24.6% | 3.6% | 0.0%
13 | C/C(=N/NC(=O)c1ccc(Cl)cc1Cl)c1cccnc1 | 0.9% | -1.2% | 32.6% | -11.2% | -0.5% | -1.7% | -8.0% | -3.3% | -0.1%
14 | COc1ccc(CCNC(=O)c2cc3ccccc3oc2=O)cc1 | 4.5% | -0.1% | -50.5%[20 µM] | 8.3% | 0.1% | 1.0% | -20.0% | . | -0.3%
15 | O=C(Nc1ccccc1)c1cc(-n2cnnc2)ccc1Cl | -5.1% | 0.9% | -13.3% | 30.1% | -2.1% | -3.2% | 7.6% | 0.0% | 0.1%
16 | O=C(/C=C/c1cccnc1)c1ccc(NC(=O)c2cccc(Br)c2)cc1 | 10.1% | -0.2% | -5.5% | 7.8% | -1.7% | 2.8% | . | -12.2% | 0.2%
17 | O=c1[nH]n(Cc2ccccc2)c2ccccc12 | -0.1% | 0.2% | -22.5%[20 µM] | 10.3% | 2.5% | 6.9% | 12.0% | 5.4% | -0.1%
18 | O=C(CN1CCN(Cc2ccc3c(c2)OCO3)CC1)Nc1ccc(F)cc1 | 8.9% | -0.1% | 2.7% | 12.6% | -0.9% | -1.9% | -7.9% | -1.9% | 0.1%
19 | CCOC(=O)C1CCN(c2c(NCc3ccc(C(=O)NCCOC)cc3)c(=O)c2=O)CC1 | 3.6% | -0.1% | -20.3% | 2.7% | -1.9% | 1.1% | -15.6% | 7.4% | 0.0%
20 | Cn1c2ccccc2c(=O)c2c(=O)n(Cc3ccco3)c(-c3ccc(Cl)cc3Cl)nc21 | -7.2% | -0.9% | 5.8% | -8.4% | -0.4% | -0.7% | 0.3% | . | 9.2%
21 | CCOc1ccc(Oc2ccc(C(F)(F)F)cc2N)cc1 | 8.2% | -0.7% | -3.9% | -19.8% | -2.2% | 4.8% | -19.9% | 3.5% | 0.3%
22 | COCCN(C(=O)CSc1nc2nc(C)cc(C)n2n1)c1c(N)n(Cc2ccccc2)c(=O)[nH]c1=O | 8.3% | 0.5% | -9.3% | -11.4% | -1.6% | -2.4% | -19.4% | 1.6% | -0.3%
23 | C#CCSc1nnc(-c2ccccc2)c(=O)[nH]1 | 3.9% | 0.1% | 20.2% | -3.0% | 2.5% | 0.0% | -25.5% | -2.4% | -0.1%
24 | COc1ccc(CC(=O)Nc2ccc(NC(=O)c3ccc(Br)cc3)cc2)cc1OC | -11.7% | -1.1% | -29.2%[20 µM] | 5.8% | 0.1% | -3.0% | -33.6% | 4.6% | 0.5%
25 | Cc1cccc(C(=O)NNC(=O)c2ccccc2C)c1 | 3.4% | 0.1% | -26.8%[20 µM] | 20.1% | 0.7% | . | -33.2% | 10.9% | -0.1%
26 | Cc1nn(-c2ccc(F)cc2)c(Cl)c1/C=C1\C(=O)Nc2ccccc21 | -1.3% | -0.6% | 0.6% | 18.5% | -0.7% | -1.5% | 19.8% | -1.8% | 0.2%
27 | CCN(CC)S(=O)(=O)c1ccc(N/N=C(\C)c2ccc3c(c2)OCO3)c([N+](=O)[O-])c1 | -0.5% | -0.4% | . | 6.9% | 1.6% | 10.0% | -29.6% | -3.9% | 0.6%
28 | C=CCn1c(C#N)c(N)sc1=N | 18.8% | 0.3% | -12.0% | 5.7% | 0.3% | -1.9% | 5.7% | -16.6% | -0.2%
29 | CC/C(=N/Nc1ccccc1)c1cnnc(SC)n1 | 2.8% | 0.0% | 19.8% | 5.2% | -2.1% | 1.3% | -0.1% | 5.4% | -0.1%
30 | CN(c1cccc(NC(=O)COc2ccccc2)c1)S(C)(=O)=O | -5.4% | -0.2% | -7.0% | -6.4% | 0.0% | 3.3% | -16.7% | -1.4% | 0.2%
31 | CC(COc1ccccc1)N(CCCl)Cc1ccccc1 (stereo unspecified) | 20.5% | -0.4% | 29.2% | 3.2% | 3.5% | -0.9% | -24.3% | -0.7% | -0.1%
32 | CCOC(=O)c1ccc(NC(=S)Nc2ccccn2)cc1 | -8.4% | -0.1% | -13.5% | -1.5% | -2.6% | -0.7% | -24.2% | -2.4% | 0.6%
33 | COc1cc(C(C)=O)ccc1Oc1cnccn1 | 6.2% | 0.5% | 21.3% | 6.1% | 2.1% | -4.6% | -28.7% | 6.0% | 0.1%
34 | Cc1cccc(CCNC(=O)CCS(=O)(=O)c2cc3c(cc2C)NC(=O)CO3)c1 | -0.2% | -0.5% | 4.3%[20 µM] | -11.6% | -1.4% | -4.8% | 6.8% | -0.7% | 0.0%
35 | COc1ccc(OC(C)C(=O)Nc2ccccc2F)cc1 (stereo unspecified) | 9.1% | 0.7% | 24.9%[20 µM] | -12.1% | -1.8% | -6.7% | -32.1% | 0.0% | -0.1%
36 | CN(Cc1ccccc1)C(=O)c1[nH]cnc1C(=O)N[C@@H](Cc1ccccc1)C(=O)OC(C)(C)C | 2.6% | -0.6% | -24.0%[20 µM] | -11.8% | -0.6% | 2.5% | -17.3% | 0.0% | -0.1%
37 | COc1ccc(N(CC(C)C)S(=O)(=O)c2nnc(NC(=O)c3ccco3)s2)cc1 | -20.6% | 0.4% | 7.5% | 3.1% | 34.7% | 5.7% | 31.2% | 21.6% | -0.2%
38 | Cn1cccc1C1Nc2ccccc2NC2=C1C(=O)CC(C)(C)C2 (stereo unspecified) | -1.4% | 0.3% | -27.1% | -6.1% | 92.2% | 1.9% | -1.9% | -3.4% | 0.0%
39 | CN(C)c1ccnc(Nc2ccccc2)c1C#N | 4.1% | -0.4% | -10.5% | -4.3% | -0.9% | -5.8% | -23.6% | . | 0.3%
40 | O=C(CSc1nnc(CNC(=O)c2ccccc2)o1)NCC1CCCO1 (stereo unspecified) | 0.9% | 0.1% | 14.0% | -1.5% | -0.4% | -1.5% | -15.2% | -5.2% | 0.0%
41 | CCOc1ccc(OCC)c(NC(=O)CSc2nnc(-c3cccnc3)o2)c1 | 13.1% | -0.4% | 33.1% | -1.1% | -2.5% | -4.6% | -13.0% | 3.9% | -0.1%
42 | COc1ccc(N2CCN(CCCNC(=O)C(=O)c3c(C)[nH]c4ccccc34)CC2)cc1 | -7.4% | 0.2% | 15.4% | -1.7% | -1.0% | 4.0% | 2.8% | -10.7% | -0.1%
43 | CCOC(=O)C(C)N1N=C(/C=C/c2ccc(OC)cc2)CCC1=O (stereo unspecified) | -2.9% | -0.1% | -8.5% | -4.7% | 0.6% | 2.9% | 4.2% | 1.3% | 0.5%
44 | O=C(Cn1c(C(=O)NCCCN2CCOCC2)cc2sccc21)c1ccccc1 | -3.9% | -0.6% | -16.7% | 13.5% | -2.2% | 4.0% | -6.3% | -0.7% | -0.2%
45 | CC(C)(C)c1cc(NC(=O)c2ccco2)no1 | 20.2% | -0.2% | -5.2% | 1.9% | 0.4% | 6.0% | -76.5% | 2.3% | 0.3%
46 | C[C@@]12CC(=O)NC1N(C(=O)c1cccc(C(F)(F)F)c1)C(c1ccccc1O)C2 (stereo partly specified) | 26.2% | -0.7% | -26.0% | -6.3% | -1.4% | -3.6% | -6.5% | -2.2% | 0.1%
47 | CCCN(C(=O)c1ccc2c(SCC(=O)O)c3c(nc2c1)CCC3)c1cccc(C)c1 | 3.6% | 0.3% | -8.0% | 5.6% | 0.1% | -1.9% | -25.6% | -11.6% | -0.1%
48 | CCC1(C)Cc2ccccc2-c2nc[nH]c(=O)c21 (stereo unspecified) | -6.1% | 0.5% | 12.5% | -0.1% | -0.2% | 0.1% | -3.2% | -3.4% | 0.0%
49 | Nn1c(Cc2ccccc2)nc2sc3c(c2c1=O)CCC3 | 3.8% | -0.8% | -0.1% | 4.1% | -0.9% | 3.5% | -0.7% | -8.0% | -0.1%
50 | CC1CN(S(=O)(=O)c2cccc3nsnc23)CC(C)O1 (stereo unspecified) | -1.5% | -0.2% | 15.3% | 3.6% | -1.1% | -0.7% | -28.9% | -0.7% | -0.1%
51 | COc1ccc(NC(=O)/C=C/c2cccc(C(F)(F)F)c2)cn1 | -3.9% | 1.0% | -17.5% | 4.5% | 1.2% | 14.3% | 4.7% | 8.3% | 0.3%

This is a subset, so the mix of outcomes need not match the whole.
